Screening results: PubChem, National Center for Advancing Translational Sciences (NCATS)
FLuc modulator = qHTS profiling assay for firefly luciferase inhibitor/activator using purifed enzyme and Km concentrations of substrates (counterscreen for miR-21 project); Luciferin 4-monooxygenase (Photinus pyralis), P08659; purified FLuc, Km substrates, luminescence inhibition; Potency, µM (top dose mostly 57.5 µM), for the others: at the top dose activity change, negative = inhibition, usual class: inhibitors; 360,000 tested, 6.9% active; AID 588342, 2011;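 note: plate controls were vehicle for no effect and reference inhibitor for full effect; nearly all actives have a fitted effect of over 55% in size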
Target sequence (P08659 whole entry, looked up): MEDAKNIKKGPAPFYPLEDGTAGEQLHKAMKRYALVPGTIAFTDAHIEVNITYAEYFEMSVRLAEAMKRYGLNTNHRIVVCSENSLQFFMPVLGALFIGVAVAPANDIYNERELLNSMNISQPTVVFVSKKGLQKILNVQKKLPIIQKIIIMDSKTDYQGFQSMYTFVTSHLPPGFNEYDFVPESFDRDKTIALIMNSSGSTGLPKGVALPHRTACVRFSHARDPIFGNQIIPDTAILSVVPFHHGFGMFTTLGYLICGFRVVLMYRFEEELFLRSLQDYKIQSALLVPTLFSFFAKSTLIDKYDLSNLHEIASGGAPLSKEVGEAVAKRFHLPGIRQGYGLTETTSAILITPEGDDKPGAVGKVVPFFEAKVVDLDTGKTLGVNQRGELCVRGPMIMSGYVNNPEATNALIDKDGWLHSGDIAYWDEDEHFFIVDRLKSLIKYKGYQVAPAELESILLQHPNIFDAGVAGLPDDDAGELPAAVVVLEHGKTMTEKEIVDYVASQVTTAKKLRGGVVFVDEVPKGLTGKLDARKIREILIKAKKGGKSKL
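Purified P. pyralis luciferase, 10 nM final, with Km-level 10 uM D-luciferin and 10 uM ATP in 50 mM Tris acetate pH 7.5, 10 mM Mg acetate, 0.01% Tween-20, 0.05% BSA; 6-point qHTS titration about 60 µM downward; luminescence read.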
ELG1 genotoxic = qHTS screen for small molecules that induce genotoxicity in human embryonic kidney (HEK293T) cells expressing luciferase-tagged ELG1. 330,000 tested, 1.3% active. HEK293T ELG1-luciferase reporter, luminescence, 16 h. Potency, µM (doses to about 46 µM), inactives show top-dose activity change, positive = activation, actives largely listed as activators; note: % of control where 0% means no effect; nearly all actives have a fitted effect of over 60% in size
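HEK293T cells expressing luciferase-tagged ELG1 were treated with compound or DMSO for 16 hr at 37°C. Luciferase activity was then read after 30 min with ONE-Glo at room temperature; rising signal flags genetic stress.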
BRCA1 expr act = qHTS Assay to Identify Small Molecule Activators of BRCA1 Expression | Potency, µM (highest dose often 46.1 µM), inactives show at the highest dose activation, usual class: activators | 380,000 tested, 1.1% active | MCF7-BRCA1-FFLuc reporter, luminescence, 48 h; response scale: scaled: vehicle 0%, 10 µM genistein 100%; note: nearly all actives have a fitted effect of over 80% in size; some results filed as inactive show a strong effect at the top dose
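Using MCF7 cells harboring a BRCA1 firefly luciferase reporter, plated 2 h before compound pinning, the screen measured luminescence after 48 h incubation. Responses were normalized to DMSO and 10 microM genistein, then fitted for concentration-effect.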
RORgamma inh = qHTS for inhibitors of ROR gamma transcriptional activity; Drosophila S2 Gal4-RORgamma UAS-luciferase reporter, 20 h; 310,000 tested, 5.4% active; AID 2551, 2010; Potency, µM (highest dose often 53.6 µM), for inactives: top-dose activity change, negative = inhibition, actives largely listed as inhibitors; note: % is set by controls: 0 for no effect and ±100 for the full control effect; nearly all actives have a fitted effect of over 60% in size
Target sequence (P51450 whole entry, looked up, the tested form may be a part): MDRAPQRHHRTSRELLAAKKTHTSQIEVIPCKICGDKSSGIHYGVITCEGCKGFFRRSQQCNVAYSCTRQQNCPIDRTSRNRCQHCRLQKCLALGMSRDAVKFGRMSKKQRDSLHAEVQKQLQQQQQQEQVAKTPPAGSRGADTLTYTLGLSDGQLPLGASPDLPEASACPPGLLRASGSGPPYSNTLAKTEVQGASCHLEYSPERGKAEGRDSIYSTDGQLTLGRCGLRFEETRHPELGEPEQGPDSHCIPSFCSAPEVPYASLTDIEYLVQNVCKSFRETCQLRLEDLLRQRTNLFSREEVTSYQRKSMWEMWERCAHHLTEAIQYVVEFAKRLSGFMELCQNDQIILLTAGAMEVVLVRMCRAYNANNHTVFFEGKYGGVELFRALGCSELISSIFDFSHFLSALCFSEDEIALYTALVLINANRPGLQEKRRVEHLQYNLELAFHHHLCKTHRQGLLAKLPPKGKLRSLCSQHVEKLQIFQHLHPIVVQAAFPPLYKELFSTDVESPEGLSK
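Using a luciferase readout, inhibitors were identified by reduced reporter activity in Drosophila cells coexpressing a copper-inducible Gal4–ROR gamma fusion and UAS-driven Photinus luciferase, incubated 20 hr after 700 uM copper sulfate.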
p53 reactivation = qHTS assay for re-activators of p53 using a Luc reporter. Potency, µM (highest dose often 92.2 µM), without a hit: top-dose activity change, positive = activation, actives largely listed as activators. H1299 p53-A138V BP100-luciferase reporter, luminescence, 24 h. 320,000 tested, 0.063% active. AID 504706, 2011; note: % of control where 0% means no effect; nearly all actives have a fitted effect of over 45% in size
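H1299 (p53-null), stable ts p53-A138V + BP100-Luc; 1000 cells/well, Opti-MEM/10% FBS; cpd 4 pt, 1:5; 24 h, 37 deg C, 5% CO2; detection reagent 10 min RT; luminescence.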
uPA generation = qHTS for Inhibitors of Cell Surface uPA Generation; cell surface uPA generation assay, qHTS; Potency, µM (titrated, usually from 38.3 µM), for the others: at the top dose activity change, negative = inhibition, hits mostly inhibitors; 330,000 tested, 0.31% active; active = well fitted inhibition curve with a large enough effect; inconclusive = small, poorly fitted or top-dose-only effect; inactive = no such curve, though single readings can be large or run the other way; tested in mouse RAW 264.7 cells; note: % is set by controls: 0 for no effect and ±100 for the full control effect; nearly all actives have a fitted effect of over 55% in size
Rab9 prom act = qHTS Assay for Rab9 Promoter Activators | Huh7 Rab9 promoter-luciferase reporter, luminescence, 24 h | Potency, µM (top dose mostly 9.22 µM), without a hit: at the top dose activation, negative = inhibition, most hits filed as activators | 320,000 tested, 2.8% active | AID 485297, 2010; note: % of control where 0% means no effect; nearly all actives have a fitted effect of over 60% in size
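Huh7 cells stably carrying Rab9 promoter–luciferase reporter, plated 1500 cells/well, compound added after 2 h and incubated 24 h at 37 °C; luciferase luminescence then read after 10 min with detection reagent.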
NPC1 promoter act = qHTS Assay for NPC1 Promoter Activators | Huh7 NPC1 promoter luciferase reporter, 24 h | Potency, µM (doses to about 9.22 µM), inactives show at the top dose activation, hits mostly activators | 320,000 tested, 2.4% active | AID 485313, 2010;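 note: % of control where 0% means no effect; nearly all actives have a fitted effect of over 60% in size; reporter is driven by a mutant NPC1 promoter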
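In 1536-well qHTS, Huh7 cells harboring an NPC1 promoter–luciferase construct received compound for 24 h; activation was quantified by luminescence following luciferase reagent addition.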
MBNL1 CUG block = qHTS Assay for Inhibitors of MBNL1-poly(CUG) RNA binding; TR-FRET MBNL1-His/biotin-(CUG)12 binding, 665/545 ratio; Potency, µM (titrated, usually from 57.5 µM), inactives show at the highest dose activity change, negative = inhibition, actives largely listed as inhibitors; 280,000 tested, 0.036% active; active = well fitted inhibition curve with a large enough effect in the signal ratio, with a control signal flat, not every such curve was filed as active; inconclusive = small, poorly fitted or top-dose-only effect, or effect the other way, or a change in a side signal; inactive = no such curve, though single readings can be large or run the other way; the % refers to the signal ratio; note: % is set by controls: 0 for no effect and ±100 for the full control effect
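Inhibition of protein-RNA binding appears as loss of TR-FRET between terbium anti-His antibody on MBNL1-His and streptavidin-XL665 on biotin-(CUG)12. Activity is normalized to buffer-only and uninhibited-complex controls.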
VP16 counter = VP16 counterscreen qHTS for inhibitors of ROR gamma transcriptional activity. 310,000 tested, 3.5% active. Drosophila S2 Gal4-VP16 UAS-luciferase, luminescence, 20 h. Potency, µM (top dose mostly 53.6 µM), inactives show top-dose activity, negative = inhibition, usual class: inhibitors;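 note: Gal4-VP16 expression switched on by copper sulfate through the metallothionein promoter; % is set by controls: 0 for no effect and ±100 for the full control effect; nearly all actives have a fitted effect of over 50% in size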
Numbers without * were called inactive; ? = inconclusive; / = no result given; [ ] = another dose, or the depositor's remark. Unless noted, calls come from the whole dose curve; as a rule, active = well fitted curve in the direction sought with a large enough effect; inconclusive = small, poorly fitted or top-dose-only effect, or another doubt; inactive = no such curve, though single readings can be large; an effect the other way counts as inactive or inconclusive. Potency is the fitted concentration of half-maximal effect.

SMILES	FLuc modulator	ELG1 genotoxic	BRCA1 expr act	RORgamma inh	p53 reactivation	uPA generation	Rab9 prom act	NPC1 promoter act	MBNL1 CUG block	VP16 counter
C/C(=N\NC(N)=O)c1cc(Cl)cc(Cl)c1O	-2%	-6%	-22%	0.89µM*	4%	3%	3%	0%	3%	10µM*
O=C(Nc1ccccc1C(=O)NC(Cc1ccccc1)C(=O)NC1CCCCC1)c1ccccc1 (stereo not drawn)	1%	0%	-15%	0%	-9%	-6%	-5%	-2%	/	-12%
CCN(C(=O)CSc1ncccn1)C1CCS(=O)(=O)C1 (stereo not drawn)	0%	0%	2%	-3%	20%	-4%	1%	-2%	-4%	-10%
Cc1cccc(NC(=O)COc2ccc3oc4c(c3c2)CCCC4)n1	?	27%	-12%	?	22%	/	-4%	16%	-5%	?
COc1ccccc1-c1c(C)oc2cc(OC(=O)c3ccco3)ccc2c1=O	?	2%	19%	57%	2%	2%	-1%	-1%	5%	12%
CCCC(=O)N1CCN(c2ccc(NC(=O)c3cccs3)cc2Cl)CC1	-16%	-14%	21%	28%	-3%	4%	12%	-6%	12%	-3%
N#Cc1ccc(Cl)cc1NC(=O)COC(=O)c1ccc(S(=O)(=O)N2CCCC2)cc1	-1%	-4%	-10%	1%	1%	0%	0%	-1%	-1%	4%
COc1ccc(N(CC(=O)Nc2ccc(C)c(C)c2)S(=O)(=O)c2c(C)n[nH]c2C)cc1	8%	-7%	-50%	26%	-10%	-4%	-2%	4%	5%	1%
Cc1nc(-c2ccc(S(=O)(=O)NCc3cccnc3)s2)cs1	5%	-6%	-3%	?	-3%	-26%	-4%	0%	15%	?
Cc1ccc(-c2nn(C)c(=O)c3ccccc23)cc1CO	?	-2%	-21%	-11%	-8%	-10%	0%	1%	?	-13%
CN(C(=O)CC1C(=O)NCCN1Cc1ccc(F)c(F)c1)C1CCCCC1 (stereo not drawn)	3%	7%	-12%	-12%	-1%	6%	2%	-5%	0%	-10%
CC(Sc1nnc(-c2ccco2)n1C)C(=O)Nc1nccs1 (stereo not drawn)	3%	-1%	4%	/	0%	1%	0%	4%	/	/
CC1C(=O)OC2C1CCC1(C)CCC(=O)C(C)C21 (stereo not drawn)	-9%	-1%	-19%	-8%	-1%	0%	4%	2%	-5%	9%
CCOc1ccc2nc(SC3CC(=O)N(c4ccc(OC)cc4OC)C3=O)sc2c1 (stereo not drawn)	-18%	11%	47%	7.1µM*	-6%	?	23%	14%	-6%	?
Cc1ccc(Cn2c(C)c3cnn(CC(=O)NC4CCCC4)c(=O)c3c2C)cc1	?	12%	54%	-24%	14%	4%	1.3µM*	?	10%	?
O=C(NC1CC2CCCC(C1)N2C(=O)Nc1ccccc1Cl)C1CC1 (stereo not drawn)	3%	0%	-14%	-31%	0%	-1%	0%	0%	-8%	-4%
CC(C)CCNC(=O)CCCn1c(=O)[nH]c2ccc(Br)cc2c1=O	2%	-1%	2%	-8%	12%	1%	-2%	-3%	8%	-16%
c1ccc(-c2cc(N3CCCCC3)nc(-c3ccccc3)n2)cc1	3%	0%	2%	-11%	-2%	2%	0%	-5%	-1%	-18%
CCOC(=O)C1CCc2nc3ccccc3c(=O)n21 (stereo not drawn)	-2%	3%	-7%	-24%[10 µM]	-2%	1%	3%	-1%	5%	-1%
CCN(CC)S(=O)(=O)c1ccc(OC)c(NC(=O)COc2ccc3c(C)cc(=O)oc3c2)c1	4%	4%	-14%	-2%	2%	8%	-6%	-3%	340%[activator]	-4%
O=C(c1oc(=O)c2ccccc2c1-c1ccccc1)N1CCC(O)CC1	0%	1%	8%	-4%	-3%	-5%	-7%	2%	18%	9%
Cc1cc(S(=O)(=O)NC2CCCCC2)ccc1-n1cnnn1	1%	-4%	1%	39%	-2%	0%	-12%	-4%	-6%	-6%
CCN=c1scc(C)n1/N=C/c1cc(Br)c(O)c(OC)c1	?	6%	-37%	2%	-2%	-1%	1%	0%	5%	-15%[10 µM]
O=C(c1cccs1)N1CCc2ccccc21	27µM*	?	7.9µM*	0%[0.365 µM]	/	?	?	?	-13%	/
N#Cc1c(Nc2ccccc2)c(C=O)c[nH]c1=O	-1%	2%	-10%	18%	0%	-1%	5%	-1%	-6%	6%
O=C(Nc1ccc(Nc2ccccc2)cc1)c1ccco1	7.6µM*	9.2µM*	?	?	?	-9%	0.56µM*	?	-1%	2%
COc1cc(NC(=O)C/C(C)=N/NC(=O)Cc2ccc(Cl)cc2)c(OC)cc1Cl	-2%	-1%	-43%	?	-4%	-9%	-6%	-4%	-4%	?
CC(C)Cn1c(N)c(C(=O)COC(=O)c2cccn2C)c(=O)n(C)c1=O	/	-7%	-9%	/	-7%	6%	/	/	/	/
O=C(O)c1ccccc1C(=O)Nc1ccc(Oc2ccccc2)cc1	27µM*	1%	-4%	-6%	2%	1%	1%	0%	-19%	6%
CCOC(=O)c1ccc(NC(=O)C2CC(O)CN2S(=O)(=O)c2ccc(C)cc2)cc1 (stereo not drawn)	/	-1%	-20%	/	-6%	11%	/	/	/	/

Single entries from the results shown:
BRCA1 expr act result of `CC(C)CCNC(=O)CCCn1c(=O)[nH]c2ccc(Br)cc2c1=O` → 2%
uPA generation result of `Cc1ccc(Cn2c(C)c3cnn(CC(=O)NC4CCCC4)c(=O)c3c2C)cc1` → 4%
MBNL1 CUG block result of `O=C(c1cccs1)N1CCc2ccccc21` → -13%

Going on with the list.
SMILES	FLuc modulator	ELG1 genotoxic	BRCA1 expr act	RORgamma inh	p53 reactivation	uPA generation	Rab9 prom act	NPC1 promoter act	MBNL1 CUG block	VP16 counter
C/C(=C\CNc1ncnc2nc[nH]c12)CO	/	/	28%	0%	/	-5%	/	/	/	6%
Cc1ccc(C)c(-n2c(SCC(=O)N3CCCC3)nnc2-c2ccccn2)c1	1%	3%	42%	13%	-9%	-1%	4%	-7%	-3%	-12%
CCCCc1ccc(NC(=O)COc2ccc(C(=O)Nc3ccccc3OCC)cc2)cc1	-1%	5%	-42%	?	-10%	-2%	2%	-2%	-4%	10µM*
CN(Cc1c(C(=O)N/N=C/c2ccccc2F)nnn1-c1nonc1N)c1ccccc1	2%	0%	-26%	-27%	2%	2%	1%	-4%	7%	1%
COc1ccc(C(CNC(=O)c2cccc(NS(=O)(=O)c3ccccc3)c2)N(C)C)cc1 (stereo not drawn)	-18%	11%	-5%	17%	?	4%	7%	18%	-3%	-4%
Cc1ccc(C)c(S(=O)(=O)Nc2ccc(C(=O)NCC(c3ccco3)N3CCCCC3)cc2)c1 (stereo not drawn)	4%	-2%	-34%	-17%	13%	-2%	-1%	-3%	3%	-17%
C/C(=N/Nc1ncc(C(F)(F)F)cc1Cl)c1ccncc1	2%	2%	-25%	?	-1%	-3%	10%	-5%	?	?
O=C(NCc1ccc(F)cc1)C1CC(=O)N(CCc2ccccc2)C1 (stereo not drawn)	-2%	-6%	0%	-1%	-3%	6%	0%	-3%	-10%	2%
O=C(Cn1cc(C(=O)c2cccs2)c2ccccc21)NCC1CCCO1 (stereo not drawn)	-1%	0%	-1%	31%	-8%	7%	-6%	-3%	13%	6%
CCOC(=O)N1CCN(C(=O)CSc2nnc(-c3cc(OC)ccc3OC)o2)CC1	1%	-3%	-32%	-13%	-8%	-2%	-10%	-1%	3%	4%
COc1ccc(OCCCC(=O)N(C)CC(=O)Nc2ccccc2Cl)cc1	8%	11%	-10%	2%	-3%	-9%	-1%	3%	-2%	-1%
COc1ccc(C(=O)C2CCCN(C(=O)c3cc(C(C)C)no3)C2)cc1F (stereo not drawn)	-2%	-2%	-1%	?	-3%	-6%	-2%	-1%	-10%	1%
COC(=O)c1c(NC(=O)C(=O)N2CCOCC2)sc2c1CCC2	3%	0%[9.26 µM]	8%	-1%	-4%	-11%	-5%	-1%	8%	4%
COc1ccccc1CNC(=O)CCNS(=O)(=O)c1cccc2nonc12	-1%	-2%	7%	0%	2%	1%	1%	0%	?	-1%
CC(=O)Nc1nc2c(s1)C(=O)NCC(C)(C)C2	-2%	1%	1%	-4%	-2%	23%	0%	3%	/	-3%
CS(=O)(=O)Nc1nc2n(n1)C(c1ccc(F)cc1)CC(c1ccccc1)N2 (stereo not drawn)	6%	-1%	3%	-10%	-4%	-1%	1%	1%	-3%	-7%
COc1ccc(-n2c(SCC(=O)N3CCCCC3C)nnc2-c2cccnc2)cc1 (stereo not drawn)	2%	2%	-12%	-21%	-3%	-2%	-1%	3%	-25%	-6%
NS(=O)(=O)c1ccc(CCNC(=O)COC(=O)Cc2ccc([N+](=O)[O-])cc2)cc1	5%	-1%	0%	/	-4%	9%	-5%	-9%	/	/
Cc1ccc(NC(=O)C(OC(=O)c2ccc(F)cc2)c2ccccc2)cc1Cl (stereo not drawn)	-18%	-1%	60%	42%	20%	-3%	10%	0%	?	-17%
